# PAX8 reporter: lowers PAX8-driven luciferase in RMG-I cells; RMG-I TPO-luciferase reporter, SteadyGlo, 24 h; inhibition, % at 12.6 µM; actives 1.2% (n = 360,000);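 active = mean replicate inhibition at least 60% with every replicate also reaching 60%; inconclusive = only one of the two criteria is met; inactive = mean below 60% and not all replicates reaching 60%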;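 also: luciferase light reporting Pax8 driven TPO promoter activity; plate controls were median of neutral control wells for no effect and mitoxantrone controls for full effect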
# FN deposit inh: fibronectin deposition inhibition. inhibition, % at 12.6 µM. actives 0.086% (n = 350,000). AH1F fibroblasts, Alexa488-fibronectin deposition fluorescence, overnight;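 active = mean inhibition across replicates of 30% or more, regardless of how many single replicates reach that level; inconclusive = mean under 30% yet at least half of replicates reach 30%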;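 also: positive control wells lacked labelled fibronectin entirely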
#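 material = AH1F fibroblast monolayer depositing Alexa488-labelled fibronectin into matrix | amount = 10000 AH1F cells/well | buffer or medium = DMEM plus 2% serum, read in PBS | incubation = 1 h cell adhesion before compound, then overnight fibronectin incubation | detection = fluorescence at 485 nm excitation, 525 nm emission | evaluation = percent inhibition as loss of matrix-bound fibronectin fluorescence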
# LGR2 inh: inhibitors of bursicon-induced Drosophila LGR2 receptor cAMP signaling; HEK293 LGR2, CRE-luciferase, bursicon-stimulated, 4 h; inhibition, % at 9.99 µM; actives 0.35% (n = 380,000); AID 720647;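 active = drop in luminescence signal, shown as inhibition above about 50% in the replicate tests, limit read from the data, passing the limit was not always enough; inconclusive = probably only some replicates passing the limit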;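 also: agonist challenge used bursicon conditioned medium at about half maximal strength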
# PGC1a acetyl inh: lowers PGC1a acetylation signal in U2OS cells. AlphaScreen anti-acetyl-lysine; with virally co-expressed GCN5 acetyltransferase. actives 0.17% (n = 350,000). inhibition, % at 15.6 µM;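 active = every replicate shows inhibition of at least 40%; inconclusive = mean inhibition at least 40% but some replicate below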;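 also: 0% = neutral control wells and 100% = positive control wells; some results beyond the cut were filed as inactive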
# ERAP1 inh: ERAP1 (human) enzyme inhibition | Q9NZ08 | recombinant ERAP1, Leu-AMC fluorescence, 60 min | inhibition, % at 10.7 µM | actives 0.15% (n = 340,000) | AID 652197;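 active = mean replicate inhibition of at least 30%, or all replicates individually reaching that 30% level; inactive = mean below 30% and not every replicate reaching it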;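 also: 0% = neutral control wells and 100% = L-leucinethiol positive control wells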
# Target sequence (Q9NZ08 whole entry, looked up): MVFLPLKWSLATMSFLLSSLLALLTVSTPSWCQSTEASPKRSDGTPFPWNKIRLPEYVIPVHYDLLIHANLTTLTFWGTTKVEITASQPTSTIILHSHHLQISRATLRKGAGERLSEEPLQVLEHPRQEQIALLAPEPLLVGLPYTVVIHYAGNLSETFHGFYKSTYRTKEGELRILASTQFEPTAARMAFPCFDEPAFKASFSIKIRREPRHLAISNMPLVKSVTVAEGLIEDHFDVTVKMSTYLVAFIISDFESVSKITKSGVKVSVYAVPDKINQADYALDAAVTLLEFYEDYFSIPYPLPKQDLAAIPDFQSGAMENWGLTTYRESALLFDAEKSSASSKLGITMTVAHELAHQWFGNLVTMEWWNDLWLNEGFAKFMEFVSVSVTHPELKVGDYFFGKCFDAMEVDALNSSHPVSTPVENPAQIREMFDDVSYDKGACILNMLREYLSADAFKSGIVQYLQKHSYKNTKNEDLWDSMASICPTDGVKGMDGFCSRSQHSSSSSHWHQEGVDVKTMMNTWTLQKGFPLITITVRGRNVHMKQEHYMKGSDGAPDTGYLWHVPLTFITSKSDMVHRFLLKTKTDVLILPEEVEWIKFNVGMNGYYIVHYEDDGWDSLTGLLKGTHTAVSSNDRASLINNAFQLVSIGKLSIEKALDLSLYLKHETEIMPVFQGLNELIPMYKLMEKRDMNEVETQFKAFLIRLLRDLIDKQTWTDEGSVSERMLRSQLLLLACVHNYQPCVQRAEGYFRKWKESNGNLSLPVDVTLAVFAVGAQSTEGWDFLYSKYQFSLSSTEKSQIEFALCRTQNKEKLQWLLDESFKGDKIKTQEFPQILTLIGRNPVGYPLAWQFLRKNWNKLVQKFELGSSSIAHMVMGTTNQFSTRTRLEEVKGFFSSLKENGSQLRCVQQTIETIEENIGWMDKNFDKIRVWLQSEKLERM
# EWS-Fli inh: inhibitors of EWS/Fli oncoprotein transcriptional activity | A673 NR0B1-luciferase reporter, viability-normalised | inhibition, % at 12.6 µM | actives 0.67% (n = 350,000);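 active = mean inhibition of at least 50% after viability correction, with every replicate also passing that limit; inconclusive = mean reaches 50% but only one of two replicates passes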;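 also: firefly luciferase signal divided by Alamar Blue viability fluorescence both relative to DMSO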
# S100A4 inh HTS: S100A4-myosin IIA interaction inhibition | P26447 | S100A4/TAMRA-MyoIIA peptide fluorescence polarization | inhibition, % at 10.7 µM | actives 0.14% (n = 360,000) | AID 652163;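 active = mean inhibition of at least 70% across replicates, with every replicate also reaching that level; inconclusive = mean inhibition reaches 70% but some replicates fall short; inactive = mean inhibition below 70%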
# Target sequence (P26447 whole entry, looked up): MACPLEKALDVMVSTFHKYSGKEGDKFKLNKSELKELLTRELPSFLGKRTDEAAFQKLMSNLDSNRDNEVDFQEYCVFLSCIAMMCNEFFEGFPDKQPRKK
#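 Test system: S100A4 monomer protein. Medium: HEPES buffer with Ca2+, pH 7.2. Reagent: fluorescent myosin IIA peptide, 5 nM. Compound dosing: single-point compound testing. Timing: 5 min between mix addition and reading. Benchmarks: DMSO neutral and TFP positive wells.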
# PglD DTNB: inhibitors of Campylobacter jejuni PglD acetyltransferase; AID 602405; purified PglD enzyme, DTNB colorimetric CoA detection; actives 0.098% (n = 360,000); inhibition, % at 12.5 µM; in the data active = inhibition above about 16%, passing the limit was not always enough; inconclusive = no clear call, values can overlap the other calls; also: strong numbers were not always called active
# Active calls of the source: *; u = inconclusive; x = no result given.
SMILES,PAX8 reporter,FN deposit inh,LGR2 inh,PGC1a acetyl inh,ERAP1 inh,EWS-Fli inh,S100A4 inh HTS,PglD DTNB
Cc1cc(C)c(-c2c(O)c3ccccc3n(C)c2=O)c(C)c1,-2,-9,3,10,0,-7,2,-3
COc1ccc(NC(=O)N(C)C[C@@H]2Oc3ccc(NC(=O)C4CC4)cc3CC(=O)N([C@H](C)CO)C[C@H]2C)cc1,-22,x,-2,3,-2,0,7,0
O=C(COC(=O)C1CSC2(c3ccc(F)cc3)CCC(=O)N12)NC(=O)NC1CCCC1 (centres undefined),1,17,-9,0,12,-1,7,x
Cc1[nH]nc2c(=S)[nH]c(=O)[nH]c12,12,-2,-4,x,0,-3,0,x
CCOC(=O)CSc1ncnc2c1cnn2-c1ccc(C)cc1C,-14,1,-9,6,1,2,0,x
COCC(=O)Nc1ccc2c(c1)[C@H]1C[C@@H](CC(=O)N[C@H](C)c3ccccc3)O[C@H](CO)[C@H]1O2,3,8,-23,-2,-1,0,0,-2
O=C(COC(=O)CSc1ccc([N+](=O)[O-])cc1)NC1CCCCCCC1,-7,-6,-8,7,0,-10,-3,-4
CCCN(C)C[C@H]1OCCCC[C@H](C)Oc2ccc(NC(=O)Nc3cccc4ccccc34)cc2C(=O)N([C@@H](C)CO)C[C@H]1C,5,x,-7,8,0,6,6,-3
COc1ccc(NC(=O)Nc2ccon2)cc1OC,7,-12,10,-2,2,-8,13,1
COCCNC(=O)c1nn2c(C(F)(F)F)cc(-c3ccccc3)nc2c1Br,-20,x,-4,2,-6,-11,4,0

# Fetched one by one from the list above:
SMILES,PAX8 reporter,FN deposit inh,LGR2 inh,PGC1a acetyl inh,ERAP1 inh,EWS-Fli inh,S100A4 inh HTS,PglD DTNB
O=C(COC(=O)CSc1ccc([N+](=O)[O-])cc1)NC1CCCCCCC1,-7,-6,-8,7,0,-10,-3,-4
CCOC(=O)CSc1ncnc2c1cnn2-c1ccc(C)cc1C,-14,1,-9,6,1,2,0,x

# Following part:
SMILES,PAX8 reporter,FN deposit inh,LGR2 inh,PGC1a acetyl inh,ERAP1 inh,EWS-Fli inh,S100A4 inh HTS,PglD DTNB
O=c1[nH]c2cc([N+](=O)[O-])ccc2c2ccccc12,-4,7,-11,x,1,-32,-1,x
CCOC(=O)C1CCN(c2cc3c(cc2NC(=O)c2ccccc2F)n(C)c(=O)n3C)CC1,-11,7,1,8,-2,x,8,1
CC(=O)NC1(C(F)(F)F)NC(=O)N(C2CCCCC2)C1=O (centres undefined),13,-11,x,-1,x,x,x,4
Cc1c(OCC(=O)NCc2cccnc2)ccc2c3c(c(=O)oc12)CCC3,-29,-5,-2,x,1,x,-1,-3
CC1S/C(=N/N=C/c2cccs2)NC1=O (centres undefined),-30,10,-17,-2,x,x,x,15
Cc1ccc(S(=O)(=O)Nc2cccc3c2O[C@@H](CN(C)C)[C@H](C)CN([C@H](C)CO)C3=O)cc1,-11,7,5,24,0,1,-4,2
COc1ccc(OCc2nnc(SCC(=O)Nc3nnc(C4CC4)s3)n2C)cc1,-16,0,5,2,1,-1,-2,4
O=C(Cc1cccs1)Nc1nnc(C2CC2)s1,-16,6,3,-2,-2,8,3,5
C/C(=N\NC(=O)CN1CCN(Cc2ccccc2)CC1)c1cccs1,10,-13,5,-6,-3,1,1,x
COC(=O)C(Cc1c[nH]c2ccccc12)NC(=O)c1ccccc1Br (centres undefined),24,-4,x,18,17,-8,-3,2
O=C(N/N=C/c1cccc2ccccc12)c1ccncc1,-7,7,2,12,1,-7,-1,-1
C[C@@H]1CN([C@H](C)CO)C(=O)c2cc(NC(=O)CCN3CCOCC3)ccc2O[C@@H]1CN(C)C(=O)Nc1ccccc1,-25,x,-6,0,-1,x,3,-6
CN(CCO)C(=O)C(c1ccccc1)c1ccccc1,0,-4,x,x,-2,2,1,x
C[C@H]1CCCCO[C@H](CN(C)S(C)(=O)=O)[C@@H](C)CN([C@@H](C)CO)C(=O)c2cc(NC(=O)c3ccncc3)ccc2O1,-37,x,2,1,1,x,0,18
C[C@@H]1CN([C@@H](C)CO)C(=O)CCCn2nncc2CO[C@H]1CN(C)C(=O)Nc1ccc(C(C)(C)C)cc1,-7,-3,-4,-4,3,-10,-6,-5
C[C@@H]1CN([C@H](C)CO)S(=O)(=O)c2ccc(C3=CCCC3)cc2O[C@@H]1CN(C)C(=O)Cc1ccncc1,-13,-3,7,-6,-1,2,-6,-1
CCc1ccc(OC2=NS(=O)(=O)c3ccccc32)cc1,2,10,-14,x,1,-2,-3,x
COc1ccc(CCNC(=O)Cc2ccsc2)cc1,-8,-4,-2,x,5,-7,-4,5
COc1cc(CCC(=O)OCC(=O)NCc2ccc(Cl)cc2)cc(OC)c1OC,0,4,-1,4,-9,1,4,x
Cc1cccc(C)c1-n1nnnc1C1(C)CCC(=O)N1CCc1ccc(O)cc1 (centres undefined),8,2,-20,x,-1,-18,-31,x
O=S1(=O)N=C2CCCCCN2C(c2ccc(Cl)cc2)N1 (centres undefined),11,x,-7,x,2,0,1,x
COc1cccc(C(=O)N2C[C@H]3[C@@H](c4ccccc42)[C@@H](CO)N3Cc2ccccc2F)c1,9,x,-1,-6,2,1,-4,0
Nc1c(N(CCC2=CCCCC2)C(=O)c2ccccc2F)c(=O)[nH]c(=O)n1Cc1ccccc1,-3,-2,-16,5,-3,-5,-1,-3
Cc1nc2ccc(NC(=O)CS(=O)(=O)c3ccc(F)cc3)cc2s1,-70,0,-5,-5,3,-47,1,3
CC12C(=O)N(c3ccccc3)C(=O)C1C(c1ccccc1)N1CCCN12 (centres undefined),-3,15,14,-2,0,-8,9,-1
Cc1nc(NCC2CCCO2)c2nnn(Cc3c(F)cccc3Cl)c2n1 (centres undefined),-4,-1,10,11,-4,3,-1,5
COC(=O)[C@]12C[C@H](CC(=O)NCCCCc3ccccc3)C(=O)N(Cc3ccc4c(c3)OCO4)C1=C[C@H](C(C)(C)C)O[C@@H]2C,56,3,45,x,6,27,1,x
O=C(C[C@H]1CC[C@H]2[C@@H](COC[C@@H](O)CN2C(=O)c2cccnc2)O1)NCc1ccc(-c2ccccc2)cc1,5,2,3,2,-2,1,-39,-1
O=S(=O)(Nc1cccc(Cl)c1)c1ccc(-n2cccn2)cc1,8,1,11,0,-5,10,12,3
Cc1ccc(C(=O)Nc2nc3c(s2)CCCC3)o1,-105,-1,x,-4,x,x,x,-5

# Quoted from the listing:
# COC(=O)C(Cc1c[nH]c2ccccc12)NC(=O)c1ccccc1Br (centres undefined) in ERAP1 inh → 17
# COc1ccc(NC(=O)N(C)C[C@@H]2Oc3ccc(NC(=O)C4CC4)cc3CC(=O)N([C@H](C)CO)C[C@H]2C)cc1 in ERAP1 inh → -2

# (further entries)
SMILES,PAX8 reporter,FN deposit inh,LGR2 inh,PGC1a acetyl inh,ERAP1 inh,EWS-Fli inh,S100A4 inh HTS,PglD DTNB
CCOc1cc(/C=N/NC(=O)c2ccncc2)cc(Cl)c1OS(C)(=O)=O,-3,14,6,-1,2,6,-4,-5
Nc1ccc(C(=O)OCC(=O)N2CCc3ccccc3C2)cc1[N+](=O)[O-],-2,x,-6,6,7,38,-5,6
C[C@H](CO)N1C[C@H](C)[C@@H](CN(C)Cc2ccc3c(c2)OCO3)Oc2ccc(NC(=O)Nc3ccccc3)cc2C1=O,0,x,-18,-5,1,2,3,1
CCN(CC)C(=O)C1CCC(C)(C(=O)O)C1(C)C (centres undefined),18,-3,x,12,x,x,x,1
S=C(c1ccc(-c2cccc(Cl)c2)o1)N1CCCCC1,-145,3,-78,0,-3,-33,0,x
O=C(c1cc2ccccc2oc1=O)N1CCN(c2ccccn2)CC1,-9,2,x,-4,x,x,x,3
COC(=O)c1c(NC(=O)c2ccccc2F)sc(C(=O)N2CCOCC2)c1C,18,4,10,x,13,-11,-4,1
O=C(c1cccc(NS(=O)(=O)c2ccc(F)c(F)c2)c1)N1CCN(Cc2ccccc2)CC1,8,8,7,3,x,x,x,-5
CO[C@@H]1CN(C)C(=O)c2ccc(NC(=O)C3CCOCC3)cc2OC[C@@H](C)N(Cc2nccs2)C[C@@H]1C,x,-6,11,7,x,-2,x,x
COc1ccc(NC(=O)CNC(=O)Cn2ccc3ccccc3c2=O)c(OC)c1,12,6,12,x,1,-2,9,-3
O=C(COc1ccc([N+](=O)[O-])cc1)Nn1cnnc1,28,3,-11,0,-1,7,12,x
COc1ccc(/C(C)=N/NC(=O)CNC(=O)COc2ccccc2)c(OC)c1,-1,-21,4,-7,-5,-1,-3,3
COc1ccc(S(=O)(=O)Nc2ccc3c(c2)C(=O)N([C@H](C)CO)C[C@H](C)[C@@H](CN(C)C(=O)Nc2ccc(F)cc2)OCCCC[C@@H](C)O3)cc1,-9,x,-9,7,0,3,17,1
CCNC(=O)C[C@@H]1C=C[C@@H](NS(=O)(=O)c2ccc(C)cc2)[C@H](CO)O1,10,4,13,-7,-2,0,9,1
CCc1ccc(C(=O)OCC(=O)c2c(N)n(CC(C)C)c(=O)n(C)c2=O)cc1,-18,-2,16,-5,2,13,0,x
COc1ccc(CNS(=O)(=O)NCc2ccc(OC)c(OC)c2)cc1,2,x,7,11,4,-2,-2,-3
C[C@@H]1CN([C@H](C)CO)C(=O)c2cc(NS(=O)(=O)c3cn(C)cn3)ccc2O[C@@H](C)CCCCO[C@H]1CN(C)C,-8,-8,-17,1,11,x,20,2
N#Cc1c(-c2ccc(F)cc2)ccnc1N1CCOCC1,-19,-8,x,10,1,-19,-3,-3
COc1ccccc1N(CC(=O)NC(C)(C)C)C(=O)CCC(=O)Nc1nccs1,1,-2,10,x,-3,7,-3,-2
NS(=O)(=O)OCC1CCCCC1,1,-1,-1,16,1,9,-4,-5
COc1ccc(N2CCN(C(=O)CSc3nnc(C4CC4)n3C3CC3)CC2)cc1,-7,-4,-10,1,4,-21,0,-2
Cc1cc(O)c(C(C)C)cc1NC(=O)c1cccc(Cl)c1,x,7,-6,x,3,x,-9,-3
CCC(C)(C)c1ccc(OCCCC[n+]2cccc(C)c2C)c(C(C)(C)CC)c1,98*,-2,x,-2,19,u,-5,1
O=C1c2ccccc2S(=O)(=O)c2cc(C(=O)N3CCN(c4ccc(Cl)cn4)CC3)ccc21,8,-6,30,x,-7,4,-1,-3
Cc1ccc(S(=O)(=O)Nc2ccc3c(c2)C(=O)N([C@H](C)CO)C[C@H](C)[C@H](CN(C)C(=O)NC(C)C)OCCCC[C@H](C)O3)cc1,13,-9,0,9,-5,1,0,2
Cc1ccc2nc(Nc3nc(C)cc(C(F)(F)F)n3)nc(C)c2c1,6,-10,x,-2,x,x,x,-1
Cc1cccc(C(=O)OCC(=O)NCC2COc3ccccc3O2)c1 (centres undefined),0,-3,7,6,3,6,-2,1
COc1cccc(NC(=O)c2ccc(NCCCN3CC(C)CC(C)C3)c([N+](=O)[O-])c2)c1 (centres undefined),5,x,-2,-17,-2,8,-5,x
CCc1ccc(OCC(=O)Nc2ccc3c(c2)OCCO3)cc1,-1,4,5,-15,0,2,-5,1
COC(=O)CNc1nc(Cl)nc(NC2CCCCC2)n1,-15,4,-17,12,1,-6,-1,1
COc1ccc(C2(O)CCN(CCCCOc3ccccc3)CC2)cc1,x,x,-1,-4,1,x,-1,1

# Results in FN deposit inh and PAX8 reporter (2 entries from above):
SMILES	FN deposit inh	PAX8 reporter
O=C1c2ccccc2S(=O)(=O)c2cc(C(=O)N3CCN(c4ccc(Cl)cn4)CC3)ccc21	-6	8
COc1cccc(NC(=O)c2ccc(NCCCN3CC(C)CC(C)C3)c([N+](=O)[O-])c2)c1 (centres undefined)	x	5

# Screens from PubChem.
